# Screening results: PubChem, Broad Institute
# GSIS activator = GLuc luminescence reporter in INS-1E cells, primary screen for activators of glucose-dependent secretion of insulin | INS-1E GLuc reporter insulin secretion, 2-3 h | activation, % at 16.6 µM | 370,000 compounds, 0.61% hits;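 active means lowest replicate activation of at least 40%, so every replicate reaches that level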;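 further: 0% = median of neutral control wells and 100% = median of IBMX positive control wells; some compounds called inactive have numbers as strong as hits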
# CFTR F508del cor = CFTR F508del correction in bronchial cells. activity (quench increase), % at 7.58 µM. 350,000 compounds, 0.36% hits. CFBE cells, YFP halide quenching; stimulated with forskolin plus potentiator P3; % fluorescence drop versus neutral controls;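 active means mean added fluorescence quench of at least 8% versus neutral control, with both replicates also reaching 8%; inconclusive means only one of the mean or replicate conditions met; inactive means mean below 8% and not both replicates reaching 8%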;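 further: cells transiently co-express mutant CFTR-F508del with the halide-sensitive YFP; corrector assay measuring rescue of mutant channel to the surface after 24 h compound exposure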
# RAD54 branch = inhibitors of human RAD54 branch migration; 360,000 compounds, 0.14% hits; inhibition, % at 10.4 µM; RAD54 Holliday junction branch migration, FAM/BHQ fluorescence;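 active means mean normalized replicate activity at least 40 and at least half of replicates scoring 40 or more; inconclusive means only one of the two criteria met; inactive means mean below 40 and under half of replicates reaching 40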;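 further: 0% = median of neutral control wells and 100% = median of positive control wells; inhibitors cause a drop in the FAM fluorescence signal; in these data hits start at about 50%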
# Target sequence (Q92698 whole entry, looked up): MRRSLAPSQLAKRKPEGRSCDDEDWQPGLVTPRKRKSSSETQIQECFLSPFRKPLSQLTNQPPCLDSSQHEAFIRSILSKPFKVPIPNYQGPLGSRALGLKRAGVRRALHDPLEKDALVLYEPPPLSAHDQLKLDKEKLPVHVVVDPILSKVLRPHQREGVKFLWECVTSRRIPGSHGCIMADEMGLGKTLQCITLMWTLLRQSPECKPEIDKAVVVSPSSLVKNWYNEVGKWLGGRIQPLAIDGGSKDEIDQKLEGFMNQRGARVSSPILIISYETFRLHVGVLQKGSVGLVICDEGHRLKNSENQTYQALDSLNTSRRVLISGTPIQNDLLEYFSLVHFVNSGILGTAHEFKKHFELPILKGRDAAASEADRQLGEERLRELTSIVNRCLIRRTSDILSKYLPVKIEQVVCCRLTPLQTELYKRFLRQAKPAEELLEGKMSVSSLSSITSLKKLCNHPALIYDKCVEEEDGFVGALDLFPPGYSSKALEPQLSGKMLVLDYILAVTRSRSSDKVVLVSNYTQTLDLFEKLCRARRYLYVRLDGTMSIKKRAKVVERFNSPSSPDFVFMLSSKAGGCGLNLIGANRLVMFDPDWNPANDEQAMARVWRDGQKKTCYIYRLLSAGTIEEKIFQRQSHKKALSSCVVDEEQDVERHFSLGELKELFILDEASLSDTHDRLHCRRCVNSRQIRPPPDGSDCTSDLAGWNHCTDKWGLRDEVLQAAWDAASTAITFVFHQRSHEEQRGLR
# RAD52 anneal inh = RAD52 (human) annealing inhibition; P43351; recombinant RAD52 DNA annealing, FRET fluorescence; inhibition, % at 18.7 µM; 360,000 compounds, 0.46% hits;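 active means every replicate showing at least 50% inhibition; inconclusive means mean inhibition at least 50% but not in every replicate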
# E-selectin induc = induces E-selectin expression in human endothelial cells; P16581; HUVEC E-selectin immunofluorescence imaging; normalized: neutral wells 0, TNF-alpha wells 100; activation, % at 7.58 µM; 260,000 compounds, 0.37% hits;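 active means mean E-selectin-positive cell signal at least 10% of the positive control, reached in at least 60% of replicates, without over 20% cell loss; inconclusive means no rule given, readout overlaps actives, possibly toxicity-flagged; inactive means the rest, including those meeting only one limit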;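 further: in these data hits start at about 27%; measured in HUVEC primary endothelial cells; signal is the percent of cells scored E-selectin positive by PE staining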
#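 Read-out basis: % PE-positive cells; Test system: HUVEC primary endothelial cells; Technique: immunofluorescence imaging; Dosing: single-point compound dose.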
# CASP6 VEID inh = caspase-6 (human) enzyme inhibition; AID 686996; inhibition, % at 12.5 µM; 350,000 compounds, 0.53% hits; purified caspase-6, Z-VEID-R110 cleavage fluorescence; P55212;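 active means mean inhibition across replicates at least about 35%, with every replicate also reaching that limit, limit read from the data; inconclusive means only one of the two criteria met; inactive means neither criterion met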;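 further: 0% = median of neutral control wells and 100% = no fluorescence left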
# Target sequence (P55212 24-179 limits assumed): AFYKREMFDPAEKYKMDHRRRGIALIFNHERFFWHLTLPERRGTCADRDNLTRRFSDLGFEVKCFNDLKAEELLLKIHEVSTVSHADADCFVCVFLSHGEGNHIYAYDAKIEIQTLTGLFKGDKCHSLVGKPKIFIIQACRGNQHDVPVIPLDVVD
# Target sequence (P55212 194-293 limits assumed): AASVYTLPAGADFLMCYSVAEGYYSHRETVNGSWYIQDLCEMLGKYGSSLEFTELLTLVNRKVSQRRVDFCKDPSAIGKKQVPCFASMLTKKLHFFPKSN
# DENV2 CPE = protects cells from dengue virus 2 cytopathic effect. CPE inhibition, % at 9.99 µM. 350,000 compounds, 1.7% hits. AID 651640. DENV2-infected cells, cytopathic effect rescue, plate reader; in the data active means CPE inhibition above about 20%, passing the limit was not always enough; inconclusive means no clear call, values can overlap the other calls; tested in BHK-21 cells;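 further: 0% = median of neutral control wells and 100% = median of positive control wells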
# Xi reactivation = X-chromosome reactivation activator; activation, % at 7.58 µM; 360,000 compounds, 0.055% hits; XiGFP mouse fibroblasts, % GFP-positive cells imaging, 3 d; cells co-treated with 5-aza-dC sensitizer; scaled so ellipticine positive control = 100%; AID 743238;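 active means mean normalized replicate activation at least 10% and every replicate at or above 10%; inconclusive means only one of the two criteria met; inactive means mean below 10% and not all replicates reach 10%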;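 further: 0% = median of on-plate neutral control wells and 100% = ellipticine 6 µM median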
#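 Assay system – SV40-immortalized XiGFP fibroblast cells, line 68-5-11 · Buffer or medium – DMEM supplemented with 5-aza-dC as sensitizing agent · Dosing – one concentration, pinned · Benchmarks – positive control ellipticine, 6 µM final · Times – 3 days compound exposure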
# An asterisk follows results filed as active; u = inconclusive; x = no result given.
# The line under a structure holds: GSIS activator	CFTR F508del cor	RAD54 branch	RAD52 anneal inh	E-selectin induc	CASP6 VEID inh	DENV2 CPE	Xi reactivation
COc1ccccc1CNC(=O)c1cc(S(=O)(=O)N2CCCC2)cn1C
→ 5	0.1	1	-7	x	1	-6	0.0
Cc1ccc(S(=O)(=O)N2CCOCC2)cc1NC(=O)COC(=O)c1cc[n+]([O-])cc1
→ 1	-3.1	-12	2	3.2	-3	12	0.1
Cc1ccc(CCNC(=O)C23C[C@H]4C[C@@H](C2)CC(n2nnc(C)n2)(C4)C3)cc1
→ 0	3.8	x	0	0.0	1	7	-0.2
COc1ccc(C2=NN(C(=O)c3ccncc3)C(c3ccccc3O)C2)cc1 (centres undefined)
→ 4	-1.5	-3	-73	0.0	3	-3	0.3
Cc1cccc(-c2noc(CN(C)C(=O)c3ccoc3C)n2)c1
→ -13	2.0	0	7	x	-1	u	x
Cc1ccc2oc(=O)c3cc(C(=O)NCCCN4CCCC(C)C4)sc3c2c1 (centres undefined)
→ 19	-4.9	1	3	x	-4	-7	0.0
O=C(NCc1cccnc1)c1ccc(Cn2cc(C(F)(F)F)ccc2=O)cc1
→ 5	-2.3	x	-6	x	-2	-2	0.2
CCCn1c(C)nc2cc(Cl)c(N3CCN(c4nc(-c5ccc(C)cc5)cs4)CC3)cc21
→ -2	5.5	5	-27	0.1	x	-7	0.0
CN1OC[C@@H]2CN(C(=S)NCCc3ccccc3)[C@H](c3ccc(N4CCCCC4)cc3)C[C@@H]21
→ -11	5.8	-4	-62	-0.1	3	-6	0.0
Cc1nnc(NC(=O)c2ccccc2Oc2ccccc2)s1
→ 49	2.1	-7	0	3.5	1	2	0.0
Cc1cccc(C)c1NC(=S)Nc1ccccc1C(=O)NCc1ccco1
→ 46	x	-4	x	-0.2	x	x	0.0
COc1cc(C2(c3ccc(O)c(OC)c3)C(=O)N(C)c3ccc(C)cc32)ccc1O
→ 31	-3.8	2	2	0.5	2	u	-0.1
CC(C)n1ncc2c(C(=O)O)cc(C3CC3)nc21
→ -5	-0.3	x	-7	-0.8	7	5	-0.2
C[C@@H]1CN([C@H](C)CO)C(=O)Cc2cc(NC(=O)C3CC3)ccc2O[C@@H]1CN(C)S(=O)(=O)c1ccccc1
→ 9	-2.6	1	-12	x	-1	-2	-0.7
CCCNC(=O)N1C[C@@H]2[C@H](c3ccccc31)[C@H](CO)N2C(=O)NCCC
→ -6	2.3	-1	5	0.8	0	15	0.4
O=C(NCCc1ccc(Cl)cc1)C1CCN(c2ncccn2)CC1
→ -2	-0.4	x	-11	x	-2	-4	0.0
COCc1c(C(=O)N2CCN(Cc3nc4ccccc4s3)CC2)oc2ccccc12
→ -10	3.6	-7	1	x	-1	-1	0.0
C/C=C/c1cnc2c(c1)C(=O)N([C@@H](C)CO)C[C@H](C)[C@@H](CN(C)Cc1cccc(C(=O)O)c1)O2
→ 16	-2.4	0	-11	0.4	4	2	-0.8
COCC#Cc1ccc2c(c1)O[C@@H](CN(C)C(=O)CN(C)C)[C@H](C)CN([C@@H](C)CO)S2(=O)=O
→ 10	-3.9	7	-9	0.5	0	17	0.0
O=C(CSc1nnc2ccc(-c3ccccn3)nn12)Nc1ccc(F)cc1F
→ 31	-0.9	x	-6	0.1	-2	2	0.4
Cc1ccc(S(=O)(=O)NCCCCCC(=O)Nc2c(C)n(C)n(-c3ccccc3)c2=O)cc1
→ x	-0.3	6	7	x	0	-5	-0.2
C[C@H](CO)N1C[C@H](C)[C@H](CN(C)S(=O)(=O)c2cn(C)cn2)Oc2c(NS(C)(=O)=O)cccc2C1=O
→ 14	2.5	6	6	0.0	3	4	-0.2
C[C@@H]1CN([C@@H](C)CO)S(=O)(=O)c2ccc(-c3cccc(F)c3)cc2O[C@@H]1CN(C)C
→ -2	-2.5	1	11	-0.4	0	2	-0.9
COc1ccc(N2CCN(CCNC(=O)Nc3cccc(C)c3C)CC2)cc1
→ -5	-0.8	-26	-15	0.3	1	4	0.0
COc1ccc(C(=O)NCC2(c3ccccc3)CCOCC2)cc1
→ 8	2.7	0	-9	x	-1	-5	0.2
CCOc1ccccc1NC(=O)c1cc(=O)[nH]c2ccc(S(=O)(=O)N3CCOCC3)cc12
→ 14	1.8	1	-22	x	0	-2	0.0
CO[C@H]1CN(C)C(=O)c2ccc(NC(=O)C3CCCCC3)cc2OC[C@@H](C)N(Cc2cccnc2)C[C@@H]1C
→ -11	-5.6	-4	7	0.3	-3	3	0.0
Cc1ccccc1OCC(=O)N/N=C/c1cccc2cccnc12
→ 2	6.2	4	-2	-0.5	0	-4	-0.1
Cc1ccc(S(=O)(=O)Nc2ccncc2)c(C)c1
→ 1	x	-4	-10	16	-2	-4	0.0
OCc1ccc(-c2ccccc2)c(-c2ccccc2)c1
→ x	2.7	0	-11	7.1	2	-3	0.3
CO[C@@H]1CN(C)C(=O)c2cc(NS(=O)(=O)CC(F)(F)F)ccc2OC[C@@H](C)N(Cc2ccccn2)C[C@H]1C
→ 8	-3.0	-10	10	0.0	-6	3	0.2
COC(=O)[C@H]1[C@H](CO)[C@H]2Cn3c(ccc(-c4cccc(OC)c4)c3=O)[C@H]2N1Cc1nccs1
→ 15	x	2	-9	0.8	3	3	0.2
Cn1c(SCC(=O)Nc2cccnc2Cl)nnc1-c1ccco1
→ 24	-0.3	3	7	-0.1	-3	0	0.0
CN(C(=O)CS(=O)(=O)c1cn(CC(=O)N2CCCC2)c2ccccc12)c1ccccc1
→ 5	-0.4	6	-9	-0.5	-2	5	0.0
C[C@@H]1CCCCO[C@H](CN(C)S(=O)(=O)c2cccs2)[C@@H](C)CN([C@H](C)CO)C(=O)c2cc(NS(=O)(=O)c3ccc(F)cc3)ccc2O1
→ 12	-0.9	-7	33	x	-1	-14	0.0
Cc1ccc([C@@H]2[C@@H]3C(=O)N(C)C(=O)[C@@H]3[C@]3(Cc4ccccc4)C(=O)N(Cc4ccccc4)CC(=O)N23)o1
→ x	-0.3	6	0	0.1	1	-7	0.0
CO[C@H]1CN(C)C(=O)c2cc(NC(=O)Cc3ccccc3)ccc2OC[C@H](C)N(CC2CC2)C[C@@H]1C
→ -5	-1.6	2	-3	-0.2	0	-6	0.2
CNS(=O)(=O)c1cccc(C(=O)OCC(=O)c2ccc[nH]2)c1
→ 8	2.9	-10	-21	x	2	7	0.6
C[C@@H]1CCCCO[C@H](CN(C)Cc2ccc(Cl)c(Cl)c2)[C@H](C)CN([C@@H](C)CO)C(=O)c2cc(NC(=O)Nc3ccccc3)ccc2O1
→ -15	0.2	6	-4	x	0	-8	0.4
COCC1CCCCN1C(=O)c1cccc(OC2CCN(S(C)(=O)=O)CC2)c1 (centres undefined)
→ -6	0.1	4	7	x	-1	1	0.3
Cc1ccc(S(=O)(=O)Nc2ccc3c(c2)C(=O)N([C@@H](C)CO)C[C@H](C)[C@@H](CN(C)S(=O)(=O)c2ccccc2)OCCCC[C@@H](C)O3)cc1
→ 4	1.2	-6	-9	0.1	0	u	0.0
c1ccc(N2CCOCCOCCOCCOCCOCC2)cc1
→ 3	1.1	x	-17	0.1	0	7	-0.1
COc1ccc(-n2c(C)cc(C(=O)CCl)c2C)cc1
→ 3	-4.5	-5	-15	-2.2	3	1	0.0
O=C(c1ccco1)N1CCCN(Cc2cn[nH]c2-c2ccc(-c3ccccc3)cc2)CC1
→ -7	-1.7	x	-30	x	1	8	-0.1
O=C1OC[C@H]2CCCN2C(=O)[C@@H](CC(=O)N(CCO)Cc2ccccc2)C/C=C\C[C@@H]1Cc1ccc(F)cc1
→ -32	-3.8	-2	-11	x	0	-6	0.1
NC(=O)c1cc(S(=O)(=O)N2CCCC2)ccc1OCCOc1ccccc1F
→ 34	0.9	x	-12	0.0	1	-4	0.0
CC(=O)N1[C@H](CO)[C@@H](c2ccc(C3=CCCC3)cc2)C12CN(C(=O)C1CC1)C2
→ 3	-3.0	x	-16	-0.1	1	-8	0.0
O=C(Nc1cccc(S(=O)(=O)N2CCCCCC2)c1)c1ccc(=O)[nH]c1
→ 28	-4.1	-7	11	x	3	-16	-0.1
COc1ccc(NC(=S)NC(NC(=O)c2ccccc2Cl)C(Cl)(Cl)Cl)c([N+](=O)[O-])c1 (centres undefined)
→ -6	4.9	5	-15	x	1	-1	x
COC(=O)c1ccc(Cn2c(C)c(C(=O)NCc3ccc(Cl)c(Cl)c3)sc2=O)o1
→ -36	2.7	10	-23	x	-4	3	-0.2
CCOC(=O)Cc1csc(NC(=O)COC(=O)/C=C/c2ccc(OC)cc2)n1
→ -6	3.0	-9	-25	-0.4	2	-3	0.0
CCO[C@@H]1OC(C(=O)N2CCN(C)CC2)=C[C@H](c2coc3ccccc3c2=O)[C@H]1CCCO
→ 3	-1.8	6	-17	-0.2	-3	1	0.0
O=c1cc(CN2CCOCC2)c2cc(Cl)ccc2o1
→ 5	2.2	-4	-13	0.1	-2	-1	0.4
Fc1ccc(Sc2ccccc2CNC2=NCCN2)cc1
→ x	2.2	3	21	x	-7	10	-0.1
CC(OC(=O)CCN1C(=O)C2CC=CCC2C1=O)C(=O)Nc1cccc(C#N)c1 (centres undefined)
→ -1	-1.3	x	-15	-1.1	2	0	0.1
C#CCOCCOCCOCCNc1nc(N2CCN(C(=O)Cn3cc(CCO)nn3)CC2)nc(N2CCN(C(=O)[C@H](Cc3ccc(O)cc3)n3cc(CCO)nn3)CC2)n1
→ x	2.3	-10	3	-0.1	6	-8	0.1
CC(C)NC(=O)N(C)C[C@H]1Oc2ncc(C#Cc3ccccc3F)cc2C(=O)N([C@@H](C)CO)C[C@H]1C
→ -4	0.2	-1	-8	-0.2	-1	8	-0.4
COCCCN(C(=O)CSc1nc2ccccc2c(=O)n1C)c1c(N)n(Cc2ccccc2)c(=O)[nH]c1=O
→ -3	2.6	7	-7	-0.2	-1	-3	-0.1
CCSc1nnc(NC(=O)[C@@H](NC(=O)c2ccc(C(C)(C)C)cc2)C(C)C)s1
→ -24	x	-1	-9	0.4	2	x	0.1
Cc1noc(NS(=O)(=O)c2ccc(N/C=C\C(=O)c3ccc(Br)cc3)cc2)c1C
→ -18	-1.3	x	-15	0.3	14	-1	-0.1

# The list goes on.
# The line under a structure holds: GSIS activator	CFTR F508del cor	RAD54 branch	RAD52 anneal inh	E-selectin induc	CASP6 VEID inh	DENV2 CPE	Xi reactivation
Nc1nc2c(ncn2COCCO)c(=O)[nH]1
→ x	-4.5	0	10	1.1	2	4	0.1
O=C(NCCC(NS(=O)(=O)OCC(Cl)(Cl)Cl)c1ccccc1)C(F)(F)F (centres undefined)
→ -7	1.1	-2	-9	-0.1	1	6	0.1
CC=Cc1ccc2n(c1=O)C[C@@H]1[C@@H](CO)[C@H](C(=O)NCC(F)(F)F)[C@H]2N1C(=O)C1CCC1 (mixture of isomers)
→ 20	0.0	3	7	0.1	2	u	-0.1
COC(=O)c1ccc2c(=O)n(CC3CCCO3)c(SCC(=O)NCCc3ccc(S(N)(=O)=O)cc3)nc2c1 (centres undefined)
→ 24	-1.2	x	-3	-0.8	22	-1	0.4
